p53 reactivation: qHTS assay for re-activators of p53 using a Luc reporter. Potency, µM (top dose mostly 92.2 µM), without a hit: at the top dose activity change, positive = activation, usual class: activators. hit rate 0.063% among 320,000. H1299 p53-A138V BP100-luciferase reporter, luminescence, 24 h. AID 504706, 2011; further: potency means the concentration at half of the fitted maximal effect; % of control where 0% means no effect; nearly all actives have a fitted effect of over 45% in size
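p53-null H1299 cells stably carrying temperature-sensitive p53-A138V and a BP100-luciferase reporter were pinned with compounds (4-point, 1:5 series) and held 24 hrs at 37 deg C. Luminescence was read 10 min after detection reagent.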
TRPV1 ag: HTS Assay for Compounds that Act as Agonists of the Vanilloid Receptor 1 | Transient receptor potential cation channel subfamily V member 1 (Homo sapiens), Q8NER1 | TRPV1-expressing cells, Fluo-8 calcium influx, agonist mode | activation, % at 8.33 µM | hit rate 0.19% among 320,000 | AID 540275, 2011; in the data active means activation above about 80%; inconclusive means between about 30% and that limit; further: 0% is about no effect
Target sequence (Q8NER1 whole entry, looked up): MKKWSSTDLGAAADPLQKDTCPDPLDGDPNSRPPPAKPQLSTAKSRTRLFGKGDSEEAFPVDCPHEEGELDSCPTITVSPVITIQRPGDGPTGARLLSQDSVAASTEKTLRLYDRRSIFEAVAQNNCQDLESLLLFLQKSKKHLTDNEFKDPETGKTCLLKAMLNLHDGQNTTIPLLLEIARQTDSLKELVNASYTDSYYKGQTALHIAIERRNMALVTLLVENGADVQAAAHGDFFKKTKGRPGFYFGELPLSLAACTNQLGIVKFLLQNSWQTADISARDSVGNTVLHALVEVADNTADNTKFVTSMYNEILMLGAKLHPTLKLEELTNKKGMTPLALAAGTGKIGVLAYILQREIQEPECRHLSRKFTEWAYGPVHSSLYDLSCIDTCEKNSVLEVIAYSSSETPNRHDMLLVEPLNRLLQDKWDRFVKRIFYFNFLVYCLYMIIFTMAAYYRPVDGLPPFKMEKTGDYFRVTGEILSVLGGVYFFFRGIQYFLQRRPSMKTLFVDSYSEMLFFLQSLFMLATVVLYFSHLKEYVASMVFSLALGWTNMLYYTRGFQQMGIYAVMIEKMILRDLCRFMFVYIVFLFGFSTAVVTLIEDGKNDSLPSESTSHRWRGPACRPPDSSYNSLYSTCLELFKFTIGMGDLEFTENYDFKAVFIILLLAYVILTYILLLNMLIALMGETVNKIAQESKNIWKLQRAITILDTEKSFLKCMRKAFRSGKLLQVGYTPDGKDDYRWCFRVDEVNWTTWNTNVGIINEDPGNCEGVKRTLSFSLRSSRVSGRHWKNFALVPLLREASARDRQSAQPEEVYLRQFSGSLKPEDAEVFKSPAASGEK
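Fluo-8 calcium influx in TRPV1-expressing cells, kinetic read (ex 480/em 520 nm). Compound added and read 3 min for agonist activity, followed by capsaicin at EC20 final and 2 min further read for enhancement.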
ELG1 genotox: qHTS screen for small molecules that induce genotoxicity in human embryonic kidney (HEK293T) cells expressing luciferase-tagged ELG1. hit rate 1.3% among 330,000. Potency, µM (doses to about 46 µM), inactives show at the top dose activity change, positive = activation, actives largely listed as activators. HEK293T ELG1-luciferase reporter, luminescence, 16 h; further: potency means the concentration at half of the fitted maximal effect; % of control where 0% means no effect; nearly all actives have a fitted effect of over 60% in size
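Step 1: seed 2,000 HEK293T ELG1-luciferase cells per well. Step 2: add compound or DMSO, incubate 16 hr at 37 °C. Step 3: ONE-Glo, 30 min at room temperature, read luminescence.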
Eya2 inh: qHTS Assay for Inhibitors of the Phosphatase Activity of Eya2 | hit rate 0.006% among 330,000 | Protein phosphatase EYA2 (Homo sapiens), O00167 | recombinant Eya2, OMFP fluorescence dephosphorylation (OMFP is methylfluorescein phosphate) | Potency, µM (titrated, usually from 76.9 µM), without a hit: at the highest dose activity, negative = inhibition, hits mostly inhibitors | AID 488837, 2010; further: potency means the concentration at half of the fitted maximal effect; on the % scale 0 is the no-effect control and ±100 the full control effect
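Eya2 (0.2 uM) preincubated 10 min at ambient with compound, then OMFP substrate added at 50 uM; 10 min reaction in 50 mM HEPES pH 7.5, 50 mM NaCl, 5 uM MgCl2, 0.05% BSA, 1 mM DTT. Fluorescence read at Ex 485/Em 525 nm.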
ASM inhibitor: Inhibitors of Secretory Acid Sphingomyelinase (S-ASM): qHTS; Sphingomyelin phosphodiesterase (Homo sapiens), P17405; placental ASM, HMU-PC fluorogenic substrate, 60 min; Potency, µM (top dose mostly 57.5 µM), without a hit: top-dose activity change, negative = inhibition, most hits filed as inhibitors; hit rate 0.006% among 340,000; AID 504937, 2011; further: potency means the concentration at half of the fitted maximal effect
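HMU-PC0 cleavage (9 uM final) by human placental ASM, 60 min at 37 °C following 10 min compound exposure at RT; stopped at pH 10, fluorescence Ex 386/Em 447 nm.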
B2AR arrestin: qHTS assay of beta-arrestin-biased ligands of beta2-adrenergic receptor; beta-arrestin recruitment to beta2AR, cell-based reporter; Potency, µM (titrated, usually from 46.1 µM), without a hit: at the highest dose activation, actives largely listed as activators; hit rate 0.02% among 330,000;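 further: potency means the concentration at half of the fitted maximal effect; 0% = DMSO controls and full agonism = EC100 isoproterenol or metaproterenol; nearly all actives have a fitted effect of over 65% in size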
a7 integrin act: qHTS for Activators of Integrin-Mediated Alleviation for Muscular Dystrophy | AID 624291, 2012 | Potency, µM (doses to about 38.3 µM), for the others: at the highest dose activation, most hits filed as activators | alpha7betagal myoblasts, beta-gal FDG fluorescence, 48 h | hit rate 0.064% among 350,000;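 further: potency means the concentration at half of the fitted maximal effect; 100% = response of the positive control SU9516; nearly all actives have a fitted effect of over 60% in size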
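alpha7betagal+/- myoblasts (passage 13, 250/well) treated 48 h at 37C with compounds at 1:260 dilution of DMSO stock. Lysed, then beta-galactosidase activity read as FDG fluorescence (ex 480/em 540) after 30 min, with pre-read for autofluorescence.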
BRCA1 expr act: qHTS Assay to Identify Small Molecule Activators of BRCA1 Expression; Potency, µM (series often up to 46.1 µM), without a hit: at the highest dose activation, hits mostly activators; hit rate 1.1% among 380,000; AID 624202, 2012; MCF7-BRCA1-FFLuc reporter, luminescence, 48 h; response scale: scaled: vehicle 0%, 10 µM genistein 100%; further: potency means the concentration at half of the fitted maximal effect; nearly all actives have a fitted effect of over 80% in size; some results filed as inactive show a strong effect at the top dose
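MCF7-BRCA1-FFLuc, 2000 cells/well; 2 h attach, 37 °C/5% CO2; compound 48 h; luciferase substrate 15 min; luminescence end-point. Norm. to genistein 10 microM max activation and DMSO; concentration-response curves fitted.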
PTAP TSG101 blk: qHTS Assay for Iinhibitors of HIV-1 Budding by Blocking the Interaction of PTAP/TSG101; Tumor susceptibility gene 101 protein (Homo sapiens), Q99816; Fluorescence polarization, FITC-PTAP peptide / Tsg101 binding; Potency, µM (top dose mostly 115 µM), for inactives: top-dose activity change, negative = inhibition, most hits filed as inhibitors; 340,000 tested, under 10 active; AID 493005, 2010; active means well fitted inhibition curve with a large enough effect in the main read-out, with a control signal flat, not every such curve was filed as active; inconclusive means small, poorly fitted or top-dose-only effect, or effect the other way, or a change in a side signal; inactive means no such curve, though single readings can be large or run the other way; further: potency means the concentration at half of the fitted maximal effect; % of control where 0% means no effect
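Compounds were pin-transferred onto Tsg101 binding domain (10 uM final) in HEPES pH 7.5 buffer, then FITC-PTAP peptide was added at 50 nM final. After 20 min at RT, polarization reported peptide displacement across a qHTS concentration series.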
USP2a inh: qHTS Assay for Inhibitors of Ubiquitin-specific Protease USP2a Using CHOP2 as the Reporter. Ubiquitin carboxyl-terminal hydrolase 2 (Homo sapiens), O75604. USP2 core, Ub-CHOP2 coupled fluorogenic reporter, 485/531. Potency, µM (series often up to 38.3 µM), for inactives: at the top dose activity change, negative = inhibition, hits mostly inhibitors. hit rate 0.01% among 330,000;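 further: potency means the concentration at half of the fitted maximal effect; plate controls were DMSO wells for no effect and full inhibition by NEM control for full effect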
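USP2 core (10nM final) preincubated 30min RT with compound in 20mM Tris-HCl pH 8.0, 2mM CaCl2, 2mM beta-mercaptoethanol, 0.05% CHAPS; 25nM Ub-CHOP2 plus 25nM reporter substrate added, fluorescence (Ex485/Em531) read after 60min.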
uPA surface inh: qHTS for Inhibitors of Cell Surface uPA Generation | Potency, µM (doses to about 38.3 µM), for inactives: top-dose activity change, negative = inhibition, actives largely listed as inhibitors | hit rate 0.31% among 330,000 | cell surface uPA generation assay, qHTS; active means well fitted inhibition curve with a large enough effect; inconclusive means small, poorly fitted or top-dose-only effect; inactive means no such curve, though single readings can be large or run the other way; tested in mouse RAW 264.7 cells; further: potency means the concentration at half of the fitted maximal effect; on the % scale 0 is the no-effect control and ±100 the full control effect; nearly all actives have a fitted effect of over 55% in size
Starred values were filed as active, the others as inactive; [ ] = remark or other dose. Unless noted, the call rests on the fitted dose curve; in most records, active means well fitted curve in the direction sought with a large enough effect; inconclusive means small, poorly fitted or top-dose-only effect, or another doubt; inactive means no such curve, though single readings can be large; an effect the other way counts as inactive or inconclusive.

What do the screens show for `CC(SCc1nc2sc3c(c2c(=O)[nH]1)CCCC3)C(=O)Nc1ccccn1` (stereo not drawn)?
p53 reactivation: 12%; TRPV1 ag: 3; ELG1 genotox: 0%; Eya2 inh: -8%; ASM inhibitor: 121%[activator]; B2AR arrestin: -0.4%; a7 integrin act: 20%; BRCA1 expr act: -17%; PTAP TSG101 blk: -2%; USP2a inh: 2%; uPA surface inh: 2%

Results for CCSc1ccccc1C(=O)NCc1ccc(S(N)(=O)=O)cc1 ?
p53 reactivation: -7%; TRPV1 ag: 0; ELG1 genotox: 0%; Eya2 inh: -6%; ASM inhibitor: 6%; B2AR arrestin: -0.3%; a7 integrin act: -16%; BRCA1 expr act: -30%; PTAP TSG101 blk: -3%; USP2a inh: 0%

What do the screens show for `COc1ccc(C2C(C#N)=C(/N=C/N3CCN(C)CC3)OC3=C2C(=O)CC(C)(C)C3)cc1` (stereo not drawn)?
p53 reactivation: 12%; TRPV1 ag: 5; ELG1 genotox: 4%; Eya2 inh: 0%; ASM inhibitor: 2%; B2AR arrestin: -0.5%; a7 integrin act: -20%; BRCA1 expr act: -5%; PTAP TSG101 blk: -8%; USP2a inh: 2%; uPA surface inh: -2%

Results for Cc1cc(C(=O)NNS(=O)(=O)c2ccc(F)cc2)nn1C(C)(C)C ?
p53 reactivation: -2%; TRPV1 ag: 2; ELG1 genotox: 5%; Eya2 inh: -3%; ASM inhibitor: 3%; B2AR arrestin: -0.1%; a7 integrin act: -11%; BRCA1 expr act: 21%; PTAP TSG101 blk: 0%; USP2a inh: 5%; uPA surface inh: 7%

How did COc1ccc(C(=O)Nc2cccc3ccccc23)cc1 do in these assays?
p53 reactivation: 14%; TRPV1 ag: inconclusive; ELG1 genotox: 13%; Eya2 inh: -2%; ASM inhibitor: -3%; B2AR arrestin: -0.5%; a7 integrin act: 10%; BRCA1 expr act: inconclusive; PTAP TSG101 blk: -6%; USP2a inh: 2%; uPA surface inh: -1%

How did O=C1CC(c2cccc(Cl)c2)CC(O)=C1C=NCCCO (stereo not drawn) do in these assays?
p53 reactivation: -14%; TRPV1 ag: 15; ELG1 genotox: 1%; Eya2 inh: 21%; ASM inhibitor: -1%; B2AR arrestin: -0.3%; a7 integrin act: 6%; BRCA1 expr act: 0%; PTAP TSG101 blk: -6%; USP2a inh: 2%; uPA surface inh: -5%

How did Cc1ccc(C)c2[nH]c(=O)c(CCNC(=O)C(C)C)cc12 do in these assays?
p53 reactivation: 2%; TRPV1 ag: -2; ELG1 genotox: -1%; Eya2 inh: 22%; B2AR arrestin: -0.2%; USP2a inh: 1%

How did CC(C)(C)c1ccc(C(=O)NN2C(=O)CSC2=S)cc1 do in these assays?
p53 reactivation: 3%; TRPV1 ag: 1; ELG1 genotox: 4%; Eya2 inh: -4%; ASM inhibitor: -4%; B2AR arrestin: 0.3%; a7 integrin act: -25%; BRCA1 expr act: 8%; PTAP TSG101 blk: -4%; USP2a inh: 1%; uPA surface inh: -3%

Results for CN(C)c1ccc(/C=N/NC(=O)c2ccc(Cn3cc(Br)cn3)o2)cc1 ?
p53 reactivation: 15%; TRPV1 ag: inconclusive; ELG1 genotox: 2%; Eya2 inh: -4%; ASM inhibitor: 228%[activator]; B2AR arrestin: -0.7%; a7 integrin act: inconclusive; BRCA1 expr act: 64%; PTAP TSG101 blk: 0%; USP2a inh: -2%; uPA surface inh: -2%

How did O=C(Nc1ccccn1)c1ccc(Br)s1 do in these assays?
TRPV1 ag: 28; ELG1 genotox: inconclusive; Eya2 inh: -2%; ASM inhibitor: 10%; B2AR arrestin: -0.9%; a7 integrin act: 18%; BRCA1 expr act: inconclusive; PTAP TSG101 blk: -2%; USP2a inh: 0%; uPA surface inh: -4%

How did Cc1cc(-n2c(=O)c(C#N)cc3c(=O)n4ccccc4nc32)no1 do in these assays?
p53 reactivation: -10%; TRPV1 ag: -4; ELG1 genotox: 1%; Eya2 inh: 34%; ASM inhibitor: inactive; B2AR arrestin: -0.9%; a7 integrin act: -17%; BRCA1 expr act: -6%; PTAP TSG101 blk: -14%; USP2a inh: 2%; uPA surface inh: 1%

Results for Cc1cc(C)c(C)c(S(=O)(=O)N2CCN(C(=O)c3ccco3)CC2)c1C ?
ASM inhibitor: 4%; a7 integrin act: -1%; BRCA1 expr act: -10%; PTAP TSG101 blk: -13%; uPA surface inh: -1%

How did O=C(O)Cn1nc(-c2ccc(Cl)cc2)ccc1=O do in these assays?
p53 reactivation: 0%; TRPV1 ag: 2; ELG1 genotox: 0%; Eya2 inh: -29%; ASM inhibitor: 23%; B2AR arrestin: 0.4%; a7 integrin act: -17%; BRCA1 expr act: 2%; PTAP TSG101 blk: 1%; USP2a inh: -1%; uPA surface inh: 0%

Results for CCOC(=O)C1CCN(S(=O)(=O)c2ccc(OC)c(Cl)c2Cl)CC1 ?
p53 reactivation: 1%; TRPV1 ag: 7; ELG1 genotox: -5%; Eya2 inh: -1%; ASM inhibitor: -3%; B2AR arrestin: -0.3%; a7 integrin act: -15%; BRCA1 expr act: 0%; PTAP TSG101 blk: -2%; USP2a inh: 2%; uPA surface inh: 9%

What do the screens show for `O=C(N/N=C/c1cc(Br)c(O)c(Br)c1)C1CC1`?
p53 reactivation: 7%; TRPV1 ag: 3; ELG1 genotox: -3%; Eya2 inh: 12%; ASM inhibitor: -2%; B2AR arrestin: -0.8%; a7 integrin act: 17%; BRCA1 expr act: -20%; PTAP TSG101 blk: -3%; USP2a inh: 1%; uPA surface inh: -8%

What do the screens show for `Cc1cccc(Oc2ccc(NC(=O)c3ccccc3C(=O)O)cc2)c1`?
p53 reactivation: 12%; TRPV1 ag: 6; ELG1 genotox: 5%; Eya2 inh: -1%; ASM inhibitor: 6%; B2AR arrestin: -0.4%; a7 integrin act: 32%; BRCA1 expr act: 21%; PTAP TSG101 blk: -6%; USP2a inh: -4%; uPA surface inh: -2%

Results for Cc1nnc(NC(=O)CSc2nnc3ncccn23)s1 ?
p53 reactivation: 3%; TRPV1 ag: 1; ELG1 genotox: 2%; Eya2 inh: -10%; ASM inhibitor: -1%; B2AR arrestin: -0.1%; a7 integrin act: 52%; BRCA1 expr act: -11%; PTAP TSG101 blk: -7%; USP2a inh: 2%; uPA surface inh: 0%

Results for N/C(=N\OC(=O)c1cccc(Cn2cc(C(F)(F)F)ccc2=O)c1)c1ccc(Cl)cc1 ?
p53 reactivation: 2%; TRPV1 ag: 6; ELG1 genotox: -4%; Eya2 inh: -12%; ASM inhibitor: -8%; B2AR arrestin: 0.1%; a7 integrin act: 20%; BRCA1 expr act: -52%; PTAP TSG101 blk: -1%; USP2a inh: 2%; uPA surface inh: 0%

How did Cc1ccc(S(=O)(=O)Nn2c(C)ccc2C)cc1 do in these assays?
p53 reactivation: -6%; TRPV1 ag: -4; ELG1 genotox: 2%; Eya2 inh: 12%; ASM inhibitor: 0%; B2AR arrestin: -0.2%; a7 integrin act: 16%; BRCA1 expr act: 2%; PTAP TSG101 blk: -1%; USP2a inh: -1%; uPA surface inh: 1%

How did CCCCn1c(N)c(N(CCOC)C(=O)CCCc2cccs2)c(=O)[nH]c1=O do in these assays?
p53 reactivation: 3%; TRPV1 ag: 5; ELG1 genotox: 6%; Eya2 inh: -2%; B2AR arrestin: 0.0%; a7 integrin act: 16%; BRCA1 expr act: -10%; PTAP TSG101 blk: 1%; USP2a inh: 2%; uPA surface inh: 17%

Results for O=C(CN1CCC(n2nnc3cc(F)ccc32)CC1)NCCc1nc2ccccc2[nH]1 ?
p53 reactivation: -4%; TRPV1 ag: -4; ELG1 genotox: -1%; Eya2 inh: 0%; ASM inhibitor: 3%; B2AR arrestin: 0.2%; a7 integrin act: -4%; BRCA1 expr act: -6%; PTAP TSG101 blk: -5%; USP2a inh: -1%; uPA surface inh: 2%

How did Cc1cnc(NC2=NCCC2)s1 do in these assays?
p53 reactivation: 2%; TRPV1 ag: 0; ELG1 genotox: 1%; Eya2 inh: -6%; ASM inhibitor: 7%; B2AR arrestin: 0.0%; a7 integrin act: -1%; BRCA1 expr act: 5%; PTAP TSG101 blk: 1%; USP2a inh: 8%; uPA surface inh: -2%
